ALDH1A1 inh – qHTS Assay for Inhibitors of Aldehyde Dehydrogenase 1 (ALDH1A1); Aldehyde dehydrogenase 1A1 (Homo sapiens), P00352; hit rate 7.3% among 220,000; AID 1030, 2008; Purified ALDH1A1, NADH fluorescence, propionaldehyde substrate; Potency, µM (top dose mostly 75.3 µM), inactives show at the top dose activity, negative = inhibition, usual class: inhibitors; active = well fitted inhibition curve with a large enough effect, not every such curve was filed as active; inconclusive = small, poorly fitted or top-dose-only effect, or another doubt; inactive = no such curve, though single readings can be large or run the other way;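 also: plate controls were no enzyme wells and a reference inhibitor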
Target sequence (P00352 whole entry, looked up): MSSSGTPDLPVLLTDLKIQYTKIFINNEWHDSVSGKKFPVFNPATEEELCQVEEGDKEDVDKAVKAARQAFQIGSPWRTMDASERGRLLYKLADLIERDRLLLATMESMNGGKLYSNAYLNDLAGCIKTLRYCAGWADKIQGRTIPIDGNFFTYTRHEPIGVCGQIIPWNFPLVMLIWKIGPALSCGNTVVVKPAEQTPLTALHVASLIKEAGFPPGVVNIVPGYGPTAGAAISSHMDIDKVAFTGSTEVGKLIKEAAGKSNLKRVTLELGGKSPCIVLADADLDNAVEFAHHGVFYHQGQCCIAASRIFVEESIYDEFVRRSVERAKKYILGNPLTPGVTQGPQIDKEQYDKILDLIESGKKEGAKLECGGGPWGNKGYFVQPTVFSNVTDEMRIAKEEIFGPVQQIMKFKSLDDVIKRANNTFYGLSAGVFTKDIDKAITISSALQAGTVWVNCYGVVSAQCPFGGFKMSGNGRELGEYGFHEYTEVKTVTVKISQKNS
Tau fibril ThT – qHTS for Inhibitors of Tau Fibril Formation, Thioflavin T Binding; Microtubule-associated protein tau (Homo sapiens), P10636; recombinant tau K18 P301L, heparin-induced fibrillization, ThT fluorescence; Potency, µM (doses to about 57.4 µM), for inactives: at the highest dose activity, negative = inhibition, most hits filed as inhibitors; hit rate 2.1% among 270,000; also: nearly all actives have a fitted effect of over 55% in size
Target sequence (P10636 561-689 P618L limits assumed): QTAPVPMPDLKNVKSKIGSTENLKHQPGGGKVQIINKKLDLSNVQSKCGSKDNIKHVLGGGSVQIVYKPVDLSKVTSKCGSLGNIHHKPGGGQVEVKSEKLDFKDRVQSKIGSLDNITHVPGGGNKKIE
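Heparin-induced (20 uM) aggregation of recombinant human K18 P301L tau, 15 uM unlabeled with 0.24 uM labeled, pH 7 acetate buffer, 6 hr at 37 C with compound. Fibrils quantified by 30 uM ThT fluorescence after 1 hr ambient incubation.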
TRb-SRC2 inh – qHTS for Inhibitors of the Interaction of Thyroid Hormone Receptor and Steroid Receptor Coregulator 2; hit rate 0.065% among 280,000; TRbeta-SRC2 peptide binding, fluorescence polarization; receptor liganded with 1 µM T3; Potency, µM (series often up to 106 µM), for inactives: at the top dose activity change, negative = inhibition, actives largely listed as inhibitors;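 also: plate controls were bound peptide for no effect and peptide without receptor for full effect; nearly all actives have a fitted effect of over 50% in size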
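Assay buffer: 20 mM Tris-HCl, 100 mM NaCl, 10% glycerol, 1 mM EDTA, 0.01% NP-40, 1 mM DTT, 1 uM T3, 5% DMSO; TRb LBD 0.6 uM, Texas Red SRC2 20 nM; FP after 5 hr.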
Tau fibril FP – qHTS for Inhibitors of Tau Fibril Formation, Fluorescence Polarization | Microtubule-associated protein tau (Homo sapiens), P10636 | K18 P301L tau heparin fibrillization, Alexa594 FP, 6 h | Potency, µM (doses to about 57.7 µM), without a hit: top-dose activity, negative = inhibition, actives largely listed as inhibitors | hit rate 0.39% among 280,000 | AID 1468, 2008; also: nearly all actives have a fitted effect of over 55% in size
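FP of Alexa 594-tau after heparin (20 uM) induction. Substrate: human K18 P301L, 15 uM unlabeled, 0.24 uM labeled. Buffer 100 mM sodium acetate pH 7. 6 hr, 37 C.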
L3MBTL1 block – qHTS Assay for the Inhibitors of L3MBTL1 | Potency, µM (highest dose often 57.1 µM), inactives show at the highest dose activity, negative = inhibition, most hits filed as inhibitors | Lethal(3)malignant brain tumor-like protein 1 (Homo sapiens), Q9Y468 | hit rate 0.66% among 230,000 | AlphaScreen L3MBTL1–H3K9me1 peptide binding; also: nearly all actives have a fitted effect of over 60% in size
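AlphaScreen proximity signal between nickel-chelate acceptor and streptavidin donor beads (final 10 ug/mL) reports binding of 50 nM L3MBTL1 to 75 nM biotin-H3 K9me1 peptide; complex incubated with compounds 30 min at room temperature; cefsulodin titration as control.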
TR SRC2 fluor cs – Total Fluorescence Counterscreen for Inhibitors of the Interaction of Thyroid Hormone Receptor and Steroid Receptor Coregulator 2 | TRb/SRC2 Texas Red total fluorescence interference | Potency, µM (doses to about 106 µM), for the others: at the highest dose fluorescence change, negative = quenching | hit rate 0.29% among 280,000; active = well fitted curve in either direction with a large enough effect; inconclusive = small, poorly fitted or top-dose-only effect
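Human TRβ ligand-binding domain (0.6 uM) and Texas Red SRC2 peptide (20 nM) in Tris buffer with 1 uM T3 and 5% DMSO were incubated with pinned compound for 5 hr at ambient temperature. Total fluorescence was computed as S + 2P (555/632 nm).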
Tau fluor cs – Counterscreen qHTS for Inhibitors of Tau Fibril Formation, Fluorescence Polarization; tau K18 P301L Alexa594 fluorescence, heparin fibrillization; Potency, µM (top dose mostly 57.7 µM), for the others: at the top dose activity change, negative = decrease; hit rate 0.93% among 280,000; also: nearly all actives have a fitted effect of over 55% in size
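Human tau K18 P301L (15 uM unlabeled, 0.24 uM Alexa 594-labeled) in 100 mM sodium acetate pH 7 with 20 uM heparin, 6 hr at 37 C. ThT 30 uM added, 1 hr ambient; Alexa 594 FP and total fluorescence read at 555/632 nm.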
aGal spleen mod – qHTS Assay for Inhibitors and Activators of Human alpha-Galactosidase From Spleen Homogenate; Alpha-galactosidase A (Homo sapiens), P06280; human spleen homogenate, 4MU-alpha-Gal fluorescence, 40 min; Potency, µM (series often up to 80 µM), inactives show at the top dose activity change, negative = inhibition, hits mostly inhibitors; hit rate 0.008% among 240,000; AID 2107, 2009;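 also: 0% = enzyme with vehicle and -100% = no enzyme basal signal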
Target sequence (P06280 32-429 limits assumed): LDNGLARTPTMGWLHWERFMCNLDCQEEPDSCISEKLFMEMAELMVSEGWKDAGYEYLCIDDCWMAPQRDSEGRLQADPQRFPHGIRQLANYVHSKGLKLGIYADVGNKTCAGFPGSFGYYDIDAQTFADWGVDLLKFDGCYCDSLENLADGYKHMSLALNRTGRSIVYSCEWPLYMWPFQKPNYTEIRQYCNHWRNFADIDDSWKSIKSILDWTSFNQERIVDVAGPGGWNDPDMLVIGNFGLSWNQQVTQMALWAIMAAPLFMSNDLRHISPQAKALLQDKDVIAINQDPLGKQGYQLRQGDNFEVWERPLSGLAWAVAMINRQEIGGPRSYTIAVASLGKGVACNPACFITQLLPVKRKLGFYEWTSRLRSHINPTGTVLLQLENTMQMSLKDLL
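Fluorogenic readout (Ex 365/Em 440 nm) of 4-methylumbelliferone released from 1 mM 4-MU-alpha-galactoside by spleen homogenate, 40 min at 37C, pH 5.0. Data normalized to no-enzyme and enzyme controls; Hill-equation AC50 from compound titrations.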
* hit, by the source's call; ? = inconclusive; . = no result given; & = joins results of further samples; [ ] = remark or other dose. Unless noted, calls follow the shape of the dose curve; as a rule, active = well fitted curve in the direction sought with a large enough effect; inconclusive = small, poorly fitted or top-dose-only effect, or another doubt; inactive = no such curve, though single readings can be large; an effect the other way counts as inactive or inconclusive. Unless noted, % is scaled to controls: 0 for no effect and ±100 for the full control effect; potency is read from the fitted curve at half-maximal effect.

SMILES	ALDH1A1 inh	Tau fibril ThT	TRb-SRC2 inh	Tau fibril FP	L3MBTL1 block	TR SRC2 fluor cs	Tau fluor cs	aGal spleen mod
CCOc1cc(-c2nnc(SCC(=O)NCc3ccccc3)nc2-c2ccc(OC)c(OCC)c2)ccc1OC	.	-4%	5%	-2%	.	-28%	-1%	.
CCOC(=O)N1CCN(c2ccc(O)cc2)CC1	-5%	?	-12%	-3%	.	0%	-16%	0%
Cc1ccc(N2C(N)=C(C#N)C(c3cccnc3)C3=C2CC(C)(C)CC3=O)cc1 (stereo not given)	?	?	-3%	?	5%	-4%	-19%	-3%
Cc1c(C#N)c(N=CN(C)C)c(C(=O)c2ccc(Br)cc2)n1-c1ccc(Cl)cc1	4%	?	-2%	-9%	.	-1%	-16%	5%
CCOC(=O)C1CCCN(CCC(=O)Nc2ccc(OC)cc2OC)C1 (stereo not given)	.	-12%	2%	3%	.	8%	-18%	.
CCC(=O)Nc1ccc(S(=O)(=O)NCc2ccc3c(c2)CCN3C(=O)c2ccc(C)cc2)cc1	.	-7%	2%	-10%	.	-3%	-23%	.
O=C(COc1cccnc1[N+](=O)[O-])NC1CCS(=O)(=O)C1 (stereo not given)	21%	2%	-2%	-2%	?	1%	7%	-7%
CCOc1ccc(N2CC(C(=O)NCCN3C(=O)S/C(=C\c4ccc(OC)c(OC)c4)C3=O)CC2=O)cc1 (stereo not given)	4%	-8%	2%	-3%	9%	1%	7%	0%
CCOC(=O)c1ccc(NC(=O)c2cn(-c3ccccc3)nc2-c2ccc(Br)cc2)cc1	.	-14%	3%	18µM*	.	-5%	?	.
Cc1cc2c(C)c(C)c(=O)[nH]c2cc1N	?	?	-4%	14%	.	-2%	?	?

A run of entries from further up, for reference:
SMILES	ALDH1A1 inh	Tau fibril ThT	TRb-SRC2 inh	Tau fibril FP	L3MBTL1 block	TR SRC2 fluor cs	Tau fluor cs	aGal spleen mod
CCOc1cc(-c2nnc(SCC(=O)NCc3ccccc3)nc2-c2ccc(OC)c(OCC)c2)ccc1OC	.	-4%	5%	-2%	.	-28%	-1%	.
CCOC(=O)N1CCN(c2ccc(O)cc2)CC1	-5%	?	-12%	-3%	.	0%	-16%	0%
Cc1ccc(N2C(N)=C(C#N)C(c3cccnc3)C3=C2CC(C)(C)CC3=O)cc1 (stereo not given)	?	?	-3%	?	5%	-4%	-19%	-3%
Cc1c(C#N)c(N=CN(C)C)c(C(=O)c2ccc(Br)cc2)n1-c1ccc(Cl)cc1	4%	?	-2%	-9%	.	-1%	-16%	5%
CCOC(=O)C1CCCN(CCC(=O)Nc2ccc(OC)cc2OC)C1 (stereo not given)	.	-12%	2%	3%	.	8%	-18%	.
CCC(=O)Nc1ccc(S(=O)(=O)NCc2ccc3c(c2)CCN3C(=O)c2ccc(C)cc2)cc1	.	-7%	2%	-10%	.	-3%	-23%	.
O=C(COc1cccnc1[N+](=O)[O-])NC1CCS(=O)(=O)C1 (stereo not given)	21%	2%	-2%	-2%	?	1%	7%	-7%
CCOc1ccc(N2CC(C(=O)NCCN3C(=O)S/C(=C\c4ccc(OC)c(OC)c4)C3=O)CC2=O)cc1 (stereo not given)	4%	-8%	2%	-3%	9%	1%	7%	0%
CCOC(=O)c1ccc(NC(=O)c2cn(-c3ccccc3)nc2-c2ccc(Br)cc2)cc1	.	-14%	3%	18µM*	.	-5%	?	.
Cc1cc2c(C)c(C)c(=O)[nH]c2cc1N	?	?	-4%	14%	.	-2%	?	?

(more compounds)
SMILES	ALDH1A1 inh	Tau fibril ThT	TRb-SRC2 inh	Tau fibril FP	L3MBTL1 block	TR SRC2 fluor cs	Tau fluor cs	aGal spleen mod
CN1C(=O)C(O)(C2COC(C)(C)CC2=O)c2ccccc21 (stereo not given)	1%	-3%	-12%	3%	7%	-3%	7%	5%
COc1ccc(Br)cc1CN(C)CC(=O)Nc1cc(Cl)cc(Cl)c1	-9%	-7%	3%	-1%	29%	0%	-12%	-4%
CCOC(=O)C1CCCN(C(=O)c2ccc3c(c2)sc2nc(-c4ccc(CC)cc4)cn23)C1 (stereo not given)	.	-4%	-2%	1%	.	?	2%	.
CCCCOc1ccc(C(=O)N/C(=C/C=C/c2ccccc2)C(=O)N2CCOCC2)cc1	25µM*	-12%	8%	6%	-13%	0%	5%	4%
Cc1cc(=O)oc2ccc(OC(=O)CN3C(=O)c4cccc([N+](=O)[O-])c4C3=O)cc12	?	?	7%	?	-9%	1%	-17%	-1%
N#CCCN(Cc1cccs1)C(=O)c1ccc(Cl)cc1	5%	-7%	-2%	?	6%	-1%	-10%	-8%
O=C(NNC1=NCCC1)c1cccc(S(=O)(=O)N2CCOCC2)c1	4%	-3%	-20%	-5%	-1%	1%	-4%	6%
CCn1c(O)c(/C=C2\C=NN=C2c2ccc(C)cc2)sc1=S	3%	?	4%	-3%	-4%	0%	-22%	-2%
O=C(Cn1nc(Cc2cccnc2)c2ccccc2c1=O)N1CCN(c2ccc(F)cc2)CC1	.	?	-9%	4%	.	-2%	-12%	.
CCCCN(CC)S(=O)(=O)N1CCC(C(=O)NCCCN2CCOCC2)CC1	?	-1%	2%	-3%	3%	0%	5%	-4%
COc1ccc(-c2[nH]ncc2/C=N/NC(=O)c2ccc(Br)cc2)c(OC)c1	?	-7%	0%	8%	-2%	2%	-13%	1%
CCN(CC)S(=O)(=O)c1ccc(C(=O)NCCSc2c(-c3ccc(OC)cc3)[nH]c3ccccc23)cc1	.	-2%	1%	3%	.	-3%	4µM*[quencher]	.
COc1ccc(C)cc1NC(=O)N1CCC(CN2CCC(C)CC2)CC1	.	-1%	-9%	1%	.	3%	2%	.
CN1CCN(CCCNC(=O)CCCOc2cc(=O)n(C)c3ccccc23)CC1	-1%	-4%	-2%	-13%	-2%	-2%	-5%	5%
CC(C)C(NC(=O)OCc1ccccc1)C(=O)O (stereo not given)	7%	-5%	-4%	-5%	-4%	1%	0%	2%
CCC(=O)OCc1c(C(F)(F)F)nn(C)c1Sc1ccc(Cl)cc1	-2%	-11%	0%	10%	64%[activator]	-2%	-6%	14%
CCN(CC(=O)Nc1cccc(S(N)(=O)=O)c1)Cc1nc2ccccc2c(=O)[nH]1	.	.	2%	0%	.	-2%	-9%	-1%
O=C(Cc1c(F)cccc1Cl)Nc1cc(S(=O)(=O)N2CCCCC2)ccc1N1CCOCC1	.	-6%	6%	3%	-1%	-2%	-20%	12%
CC(C)N(CCCNC(=O)c1ccc(N2CCCC2=O)cc1)Cc1ccccc1	4%	-11%	-2%	-3%	.	-2%	-9%	0%
COc1ccc(CCNC(=O)Cn2c(-c3nonc3N)nc3ccccc32)cc1OC	12%	-13%	-15%	0%	-2%	-4%	-8%	4%

2 of these compounds in another layout.
> COc1ccc(C)cc1NC(=O)N1CCC(CN2CCC(C)CC2)CC1
- ALDH1A1 inh: .
- Tau fibril ThT: -1%
- TRb-SRC2 inh: -9%
- Tau fibril FP: 1%
- L3MBTL1 block: .
- TR SRC2 fluor cs: 3%
- Tau fluor cs: 2%
- aGal spleen mod: .
> CN1CCN(CCCNC(=O)CCCOc2cc(=O)n(C)c3ccccc23)CC1
- ALDH1A1 inh: -1%
- Tau fibril ThT: -4%
- TRb-SRC2 inh: -2%
- Tau fibril FP: -13%
- L3MBTL1 block: -2%
- TR SRC2 fluor cs: -2%
- Tau fluor cs: -5%
- aGal spleen mod: 5%

(continued)
SMILES	ALDH1A1 inh	Tau fibril ThT	TRb-SRC2 inh	Tau fibril FP	L3MBTL1 block	TR SRC2 fluor cs	Tau fluor cs	aGal spleen mod
O=C(CN1CCCCC1)NN(Cc1ccccc1)c1ccccc1	-16%	-18%	7%	3%	-3%	1%	-15%	3%
CCN(CC)c1ccc(NS(=O)(=O)c2cc3[nH]c(=O)c(=O)[nH]c3cc2C)c(C)c1	.	?	2%	5%	.	4%	-23%	.
O=C(O)/C=C/C(=O)Nc1ccc(Oc2ccccc2)cc1	.	-1%	-20%	3%	-13%	1%	2%	-1%
CCOc1ccccc1CNC(=O)c1nn(C)c2c1CS(=O)(=O)c1ccccc1-2	.	-12%	-25%	-4%	.	0.11µM*[quencher]	-12%	.
CCC(=O)Nn1cnc2c(c1=O)C1(CCCCC1)Cc1ccccc1-2	?	-16%	3%	5%	.	-11%	-17%	12%
CCn1c2ccccc2c2nnc(SCC(=O)Nc3ncccn3)nc21	-6%	-13%	2%	6%	-4%[11.4 µM]	1%	2%	0%
S=c1[nH]ccn1-c1ccccc1Cl	?	-1%&-2%	-1%&-3%	7%&-8%	-1%&-1%	-3%&-2%	1%&6%	-1%&8%
Cc1cccc(OCCn2c(=O)oc3ccc(C)cc32)c1	-3%	13%	-6%	1%	21%	-2%	3%	7%
Cc1c(NC(=O)CSc2ccc(Cl)cc2)c(=O)n(-c2ccccc2)n1C	14%	-3%	0%	-4%	.	-1%	-6%	-4%
COc1ccc(CCNC(=O)c2ccccc2NC(=O)c2ccco2)cc1OC	9%	-2%	-12%	-2%	-6%	-1%	-3%	-3%
COc1ccc(NC2=CC(c3ccc(F)cc3)N(c3ccc(OC)cc3)C2=O)cc1 (stereo not given)	?	?	12%	-7%	-5%	-2%	-22%	-18%
COc1ccc(F)cc1CN1CCN(c2ncnc3scc(-c4ccccc4)c23)CC1	4%	?	3%	-8%	-9%	0%	-14%	-2%
O=C(C1=NN[C@@H]2C(=O)N(c3cccc(C(F)(F)F)c3)C(=O)[C@H]12)c1cnccn1	.	-7%	1%	0%	-2%	0%	-4%	1%
Oc1c(Br)cc(Br)cc1CNc1ccccn1	.	-17%	-5%	?	25%	-1%	?	7%

Screening results: PubChem BioAssay, National Center for Advancing Translational Sciences (NCATS)
